Screening results: PubChem BioAssay, several laboratories
IEC-6 cytotox: kills IEC-6 intestinal cells in KLF5 counter-screen | IEC-6 cytotoxicity, luminescence viability | inhibition, % at 5 µM | 0.78% of 290,000 active | AID 1825; in the data active = inhibition above about 22%;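 note: 0% = plate median of test compound wells and 100% = cytotoxic reference compound wells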
aSyn UTR inh: 5' untranslated region of α-synuclein, MLPCN primary screen; alpha-synuclein 5'UTR reporter, inhibitor activity; inhibition, % (tested at 7.5 µM); 0.82% of 300,000 active; in the data active = inhibition above about 60%; inconclusive = no clear call, values can overlap the other calls;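 note: H4 neuroglioblastoma cells stably carrying SNCA 5'UTR luciferase fusion; 0% = DMSO wells and 100% = positive control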
SKKanGAS inh: inhibitors of SKKanGAS S. pyogenes growth in kanamycin (SK-promoter or general growth effect) | inhibition, % at 7.5 µM | BacTiter-Glo, 6 h | 1.3% of 300,000 active;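 active = mean replicate score, as percent of positive control median, at least 50; inconclusive = mean below 50 but one replicate at or above 50; inactive = mean and every replicate below 50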;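 note: strain carries kanamycin resistance gene driven by streptokinase promoter and grows in 40 µg/ml kanamycin; loss of luminescence reflects streptokinase promoter inhibition or plain growth inhibition; 0% = median of DMSO wells and 100% = positive control at its reference dose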
HSP90 refold inh: blocks HSP90-mediated luciferase refolding in reticulocyte lysate | Rabbit reticulocyte lysate, luciferase refolding luminescence, 3 h | inhibition, % at 5.6 µM | 0.91% of 290,000 active;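 active = inhibition above the screen-wide mean plus 3 SD, computed separately per campaign, cut at about 16% in these data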;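 note: 0% = DMSO wells and 100% = 60 µM geldanamycin wells; inhibitors lower the luminescence because luciferase stays unfolded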
HSF1 inh: HSF1 inhibition; NIH3T3-HGL HSE-luciferase, MG132-induced, luminescence 8 h; stronger effect = lower value; activity change, negative = inhibition, % at 7.5 µM (by protocol); 0.77% of 300,000 active; AID 2098;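 active = more than half of replicate wells show activity change below -50%, luminescence cut by over half; inconclusive = some wells, but at most half, below -50%; inactive = no replicate well below -50%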;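 note: luciferase reports HSF-1 transcriptional activity via heat shock element; 0% = median of DMSO wells and -100% = zero luminescence signal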
HIF activator: HIF pathway transcriptional activation; 0.32% of 300,000 active; AID 1910; U2OS HRE-luciferase reporter, luminescence; normalized: DMSO 0%, desferrioxamine 100%; activation, % at 7.5 µM (by protocol);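 active = mean activation of at least 10% of the iron chelator positive control signal, with at least half of replicates also reaching 10%; inconclusive = mean and replicate majority disagree about reaching 10%; inactive = mean and most replicates under 10%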
HSF-1 act: increases HSF-1 driven luciferase reporter signal. NIH3T3-HGL HSF-1 luciferase reporter, MG132, 8 h; 100% = twice DMSO control signal. activation, % at 9 µM. 1.7% of 300,000 active;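 active = mean replicate activation of at least 50% with a set share of replicates each reaching 50%; inconclusive = only one of those two conditions met; inactive = mean below 50% and too few replicates reaching it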;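 note: 0% = median of the neutral control wells and 100% = twice that signal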
KLF5 inh: kruppel-like factor 5 inhibition; DLD-1 KLF5 promoter-luciferase reporter, luminescence; 0.23% of 290,000 active; inhibition, % at 5 µM; AID 1700;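 active = inhibition above a per-plate limit of that plate's mean compound inhibition plus 3 SD, cut at about 60% in these data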;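 note: 0% = DMSO wells and 100% = LY294002 at 200 µM; higher means less KLF5 promoter-driven luciferase light; inactives centre near -14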
AI-2 QS modul: Vibrio harveyi AI-2 quorum sensing modulation. Vibrio harveyi JMH597 AI-2 luminescence/OD600 ratio, 9 h; stronger effect = lower value; strain lacks LuxN and CqsS sensors; 0 = neutral-control median. AID 2094. 0.4% of 300,000 active. activity change, % at 7.5 µM; in the data active = activity change below about -75%, passing the limit was not always enough; inconclusive = no clear call, values can overlap the other calls;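 note: luminescence divided by OD600 gain over 9 h not by final OD600 alone; inactives centre near 13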
Platelet DG rel: platelet dense granule release activity; human platelet-rich plasma, SFLLRN dense granule ATP release, luminescence; inhibition, %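 (compounds screened at 7.5 µM in platelet-rich plasma)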; 0.22% of 300,000 active; AID 1663;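 active = mean replicate score, as percent of positive control, at or above 50; inconclusive = mean below 50 but at least one replicate at or above 50; inactive = mean and every replicate below 50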
The depositor's hits bear a star; ? = inconclusive; · = no result given.

SMILES	IEC-6 cytotox	aSyn UTR inh	SKKanGAS inh	HSP90 refold inh	HSF1 inh	HIF activator	HSF-1 act	KLF5 inh	AI-2 QS modul	Platelet DG rel
COc1ccc(CCN(C)CCC(=O)Nc2ccc(C)cc2)cc1OC	6	21	15	3	-4	-0.3	16	-53	2	-1
COc1ccc(CCN(C)C(=O)c2c(C)nn(CC(C)C)c2Cl)cc1OC	-6	-2	4	-3	-5	-0.2	-13	-19	31	7
CC(=O)c1sc(NC(=O)c2ccccc2)nc1-c1ccccc1	-7	-139	4	0	30	1.8	45	-184	1	13
COCCN(C(=O)CSc1nc2ccccc2c(=O)n1C(C)COC)c1c(N)n(Cc2ccccc2)c(=O)[nH]c1=O (centres undefined)	-5	-14	-10	2	8	-0.2	-4	-15	21	-3
COc1cc(C(=O)NCc2nnc(SCC(=O)N3CCCCC3)o2)cc(OC)c1OC	0	-3	-3	2	0	0.8	-7	17	13	9
CC1OC2C(OC1C)N(S(C)(=O)=O)CCN2S(C)(=O)=O (centres undefined)	-4	-4	11	3	-3	0.0	4	-26	-5	3
CC(C)Oc1ccc(C(=O)NCc2ccco2)cc1	-2	-57	1	-1	16	1.9	12	-47	20	-5
CC(=O)Nc1ccc(NC(=O)COC(=O)C2(c3ccc(Cl)cc3)CCCC2)cc1	6	30	-12	2	-1	0.3	1	3	34	-4
Cc1ccccc1OCCC(=O)NCCc1ccc(S(N)(=O)=O)cc1	7	-2	-3	-1	-7	-0.2	-4	4	19	4
O=C(CSc1nc2ccccc2c(=O)[nH]1)Nc1ccccc1C(F)(F)F	29*	10	3	-2	9	0.3	15	-13	35	-1
CN(C(=O)COC(=O)c1ccc([N+](=O)[O-])cc1)c1ccccc1	3	3	-4	6	5	0.1	-4	-14	11	-2
CC(=O)Oc1ccccc1-c1nc(C)nc(N(C)C(C)=O)n1	-1	-70	-7	-3	-5	0.8	0	-3	10	-11
CCc1cccc(NC2c3ccccc3C(=O)N2c2ccc(C)cn2)c1 (centres undefined)	2	-49	0	-1	26	3.2	26	-146	7	-5
C[C@@]12CC(=O)NC1N(C(=O)c1cccc(C(F)(F)F)c1)C(c1ccccc1OC(=O)c1cccc(C(F)(F)F)c1)C2 (some centres undefined)	6	20	8	-1	8	0.6	11	-36	40	-1
O=C(N/N=C/c1sc(N2CCOCC2)nc1-c1ccccc1)c1cccc(S(=O)(=O)N2CCOCC2)c1	-2	87*	30	-1	0	5.1	6	-3	4	-2
COc1cccc(OCC(=O)N2CCC3(CC2)CC(=O)c2ccccc2O3)c1	·	11	-4	·	-3	-3.4	9	·	-6	2
CC1Cc2ccccc2N1C(=O)CSc1nc(-c2ccco2)cc(C(F)(F)F)n1 (centres undefined)	-3	26	7	0	-5	-0.1	3	-20	10	-7
O=S(=O)(c1cccc2cccnc12)N(CCO)CCO	-4	15	-1	-2	-9	·	-3	-30	18	-5
CCCc1cc(C(=O)Nc2ccc(OC)cc2[N+](=O)[O-])cs1	-7	-100	0	2	22	1.9	19	-37	14	-6
COC(=O)c1sccc1-c1ccc(/C=N/OC(=O)c2cccs2)o1	0	0	1	0	-6	0.6	-1	-29	5	-2
CCSCc1nnc(SCC(=O)Nc2ccc(F)cc2)n1CC	3	8	2	1	-6	-0.1	-13	-10	·	0
O=C(CN1C(=O)NC2(CCOc3ccccc32)C1=O)Nc1ccc2c(c1)OCCO2 (centres undefined)	-5	-55	11	2	-6	-37	-7	21	?	-2
COc1ccccc1NC(=O)N(C1CCCC1)C1CCN(C(C)=O)CC1	8	9	-1	6	-18	0.7	-37	-6	9	-29
CCN(Cc1nc(-c2ccccc2)no1)C(=O)c1ccoc1C	2	23	-2	-4	0	0.1	-2	-19	19	-31
Cc1ccn2c(C(=O)CSc3ccc(Cl)cc3Cl)c(C)nc2c1	0	3	1	1	-2	0.0	8	-9	13	2
COc1ccc(Br)cc1C1Nc2cccc3cccc(c23)N1	-6	-38	15	7	4	-40	10	-15	-9	-14
Cc1ccc(C2C(N)C(=O)N2c2ccc(C)cc2)cc1 (centres undefined)	1	1	3	5	-4	0.6	-23	-1	-9	8
COC(=O)c1ccccc1NC(=O)CN(C)S(=O)(=O)c1ccc(OC)cc1	-1	2	-1	-4	-1	-0.1	3	-53	24	8
CC(C)(C)n1nnnc1C(c1ccc2ncccc2c1)N1CCC(O)CC1 (centres undefined)	-7	-13	10	-4	-3	-0.7	-3	9	-7	4
C[n+]1ccn(CC(=O)c2cc(C(C)(C)C)c(O)c(C(C)(C)C)c2)c1	-3	-12	-4	2	1	-0.1	-4	-3	14	14
Cc1nc(OCc2ccccc2)c2sc3nc4c(cc3c2n1)COC(C)(C)C4	5	-185	13	0	29	1.4	35	-4	34	·
Cc1ccc(NC(=O)NCCN2CCCCC2)cc1Cl	-2	9	2	-3	-6	-0.1	21	-32	12	12
O=c1[nH]c(Cc2ccccn2)nc2scc(-c3ccc(Cl)cc3)c12	1	23	5	-2	1	0.0	2	-6	22	3
CCOc1ncccc1C(=O)OCc1cn2cc(Cl)ccc2n1	0	18	-4	-1	0	0.7	-16	-8	13	-7
O=S(=O)(O/N=C1\CCCc2ccccc21)c1ccc(Cl)cc1	2	13	2	2	-7	-0.5	-9	-35	19	0
CC(=O)Nc1ccc(OCC[n+]2cccc(C(N)=O)c2)cc1	-11	3	8	-1	-12	-0.3	-15	-16	20	-5
O=C1C2CCCN2C(c2ccccc2F)N1c1ccc(Cl)cc1 (centres undefined)	-3	9	1	-5	-1	-1.2	-3	-30	4	-2
Cc1cc(NC(=O)CSc2ccc3nnc(CCNS(=O)(=O)c4ccccc4)n3n2)no1	-1	7	1	-3	0	-0.2	4	-2	6	-4
O=C(N/N=C/c1cccc([N+](=O)[O-])c1)c1nc2ccccc2c(=O)[nH]1	5	-53	-8	-1	4	1.6	7	-17	17	3
Cc1cc(OCc2ccc(F)cc2)nc(-c2ccccc2O)n1	-6	8	-7	0	-22	-0.2	-39	-25	12	16
COc1ccccc1CNC(=O)c1ccc(S(=O)(=O)N(C)C)cc1	1	-20	-5	-1	2	0.7	-11	-10	-80*	-2
CCOc1ccc(N(C)S(=O)(=O)c2cc(-c3cc(C)no3)ccc2C)cc1	8	-43	-3	1	5	4.2	-11	-15	19	-10
O=C1Nc2cc3c(cc2C1=O)sc1ccccc13	12	-22	-10	8	-1	1.6	17	13	15	-13
CC(NS(=O)(=O)c1ccc(Cl)cc1)C(=O)NCc1ccco1 (centres undefined)	1	1	-15	0	·	0.0	·	-13	7	7
CCOC(=O)c1c(NC(=O)Cc2cccs2)sc(C(=O)NC2CCCC2)c1C	-3	1	-2	2	-10	-33	-31	-6	2	-9
Cc1nc(C(=O)NCc2ccccc2)sc1C1(C)CC(c2cccnc2)=NO1 (centres undefined)	·	7	-1	·	-4	-0.5	17	·	2	2
CS(=O)(=O)N(CCc1ccccc1)CC(=O)NCc1ccco1	0	11	-2	2	-15	0.1	6	-10	4	1
CN1C(=O)CC(n2c(CO)nc3ccccc32)C1=O (centres undefined)	2	11	9	-3	-4	-1.5	3	1	12	·
O=C(NC1CCN(S(=O)(=O)c2ccccc2C(F)(F)F)CC1)c1ccco1	-6	5	1	-1	2	-23	1	-16	-4	-18
O=C(c1ccccc1F)n1c2c(c3ccccc31)CCCC2	4	-28	27	0	-8	2.9	0	-15	8	-2
COc1ccc(NC(=O)c2ccc3c(c2)C(=O)N(Cc2cccnc2)C3=O)c(OC)c1	-4	-32	0	2	-2	-0.5	5	14	-1	7
CCN(CC)CCNC(=O)c1cccc(NC(=O)C(=O)c2cc(Br)ccc2NC(C)=O)c1	0	-7	-4	1	-3	0.1	-9	-17	23	4
O=C1OCC/C1=C\c1ccccc1O	-1	-10	-18	9	-3	-0.7	2	18	24	-1
CCCC(=O)Nc1ccc(C(=O)NCCCn2ccnc2)cc1	-1	3	-2	7	-13	-0.7	-28	-2	15	2
Cc1oc2ccc(Br)cc2c(=O)c1-c1nn[nH]n1	1	4	1	0	-7	-0.4	2	-2	9	-1
COc1cccc(C(=O)NCC(C)(C)SCc2ccc(F)cc2)c1	7	0	8	3	4	-0.4	-10	-26	6	6
O=C1OCCC1Sc1nnc(-c2ccc3c(c2)OCO3)n1-c1ccccc1 (centres undefined)	4	-7	-1	-5	-2	-0.9	-9	-2	84	2
Cc1onc(-c2ccccc2Cl)c1C(=O)Oc1cccc2cccnc12	0	34	-2	5	9	0.6	16	-18	2	5
COCCn1c(Br)nc2c1c(=O)n(C)c(=O)n2C	-3	6	4	-2	5	-0.3	12	-17	25	-4
Clc1ccccc1-c1ccc(/C=N/Nc2nncc(-c3ccccc3)n2)o1	7	-50	0	1	-11	-0.5	-24	-15	3	-1
Remaining list, next part
SMILES	IEC-6 cytotox	aSyn UTR inh	SKKanGAS inh	HSP90 refold inh	HSF1 inh	HIF activator	HSF-1 act	KLF5 inh	AI-2 QS modul	Platelet DG rel
O=C(COc1ccc(C(=O)c2ccccc2)cc1)Nc1ncccc1O	1	4	0	-2	3	0.0	-4	-16	34	4
COC(=O)C1CCN(C(=O)COC(=O)Cn2cnnn2)CC1	-2	10	5	7	0	1.6	-10	-11	32	9
CNCc1ccc(OCc2ccccc2)c(OC)c1	-4	-35	-1	-2	8	4.1	27	-16	29	9
CC(=O)c1cc(C(=O)Nc2ccc3ccccc3c2)c(C)o1	5	24	4	4	6	-0.2	-3	-21	11	-3
Cn1ncc(Br)c1C(=O)N/N=C/c1ccc(OS(=O)(=O)c2ccccc2)cc1	2	-16	5	-3	-2	0.8	33	-19	11	-6
COc1cc(Nc2ncnc(N)n2)cc(OC)c1OC	2	14	24	1	0	0.0	8	-19	6	-8
O=C(CN(Cc1ccccc1F)C(=O)c1csnn1)NC1CCCCC1	-1	9	14	-5	-5	0.0	-25	-27	27	-1
COC(=O)CCCCCN1C(=O)NC(C2CC2)C(C(=O)OCc2ccccc2)=C1C (centres undefined)	·	-12	5	·	4	2.3	1	·	6	1
COC(=O)c1cccc(NC(=O)NC(=O)c2ccc(Cl)cc2)c1	5	-12	-2	13	-23	-3.0	-24	15	10	-2
CNc1sc(C(=O)c2ccccc2F)c(N)c1-c1nc2ccccc2s1	10	-84	39	5	7	2.1	-6	-76	10	3
O/C(=C\Sc1nnc(Cc2ccccc2)o1)c1ccc(Br)cc1	-3	7	5	1	-6	-0.5	-3	-7	20	1
COc1ccccc1NC(=O)COc1ccc(C(=O)OCC(=O)N2CCCC2=O)cc1OC	2	6	3	-1	-5	-0.2	-3	-17	8	-3
Cc1nc(=S)c2c([nH]1)-c1ccccc1CC21CCCCC1	-2	8	100*	-1	-8	0.4	-8	12	10	0
COc1ccc(-c2ocnc2C(=O)N2CCN(C(c3ccccc3)c3ccccc3)CC2)cc1	-2	-20	-1	4	-3	0.2	2	-38	11	3
